GAA glycogen = qHTS Assay for Inhibitors and Activators of Human alpha-Glucosidase Cleavage of Glycogen | Potency, µM (doses to about 76.4 µM), inactives show at the highest dose activity change, negative = inhibition, most hits filed as inhibitors | Lysosomal alpha-glucosidase (Homo sapiens), P10253 | recombinant GAA, glycogen substrate, Amplex Red glucose oxidase fluorescence | 300,000 compounds, 0.38% hits; active means well fitted inhibition curve with a large enough effect;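 further: 0% = full enzyme reaction and -100% = no-enzyme basal signal; the screen sought inhibitors and activators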
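Recombinant enzyme (4 nM final) with compounds titrated up to 77 uM and bovine liver glycogen (30 ug) in citrate pH 5.0, 0.01% Tween-20, 37 C 40 min. Released glucose detected by Amplex Red/glucose oxidase (Ex 573/Em 610); AC50 from Hill fits.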
An asterisk follows results filed as active; & = joins results of further samples; [ ] = another dose, or the depositor's remark. Potency means the concentration at half of the fitted maximal effect. Only part of the results is shown. The share of hits here may be higher or lower than overall.

Start of the data: the first 2 entries, ahead of the listing:
GAA glycogen	SMILES
-25.3%[76.3 µM]	Cc1nc(-c2ccc(S(=O)(=O)N3CCN(c4cccc(C)c4C)CC3)cc2)co1
-3.4%[76.3 µM]	CC(=O)Nc1ccc(S(=O)(=O)Nc2cccc(C(=O)Nc3ccccc3C(=O)O)c2)cc1

This part in full, from the start:
GAA glycogen	SMILES
-25.3%[76.3 µM]	Cc1nc(-c2ccc(S(=O)(=O)N3CCN(c4cccc(C)c4C)CC3)cc2)co1
-3.4%[76.3 µM]	CC(=O)Nc1ccc(S(=O)(=O)Nc2cccc(C(=O)Nc3ccccc3C(=O)O)c2)cc1
12.2%	Cc1cccc(NC(=O)c2cc3c(=O)n4ccccc4nc3s2)c1
7.1%[76.3 µM]	Cc1ccc(-c2cn3nc(N4CCCC(C(=O)NCc5ccccc5F)C4)sc3n2)cc1 (configuration not stated)
-4.6%[76.3 µM]	CCOc1ccc(CNC(=O)Nc2ccc3c(c2)N(C)C(=O)c2ccccc2S3)cc1
0.4%	Cc1cc(NC(=O)CCC(=O)N(c2ccccc2)C(C(=O)NC2CCCC2)c2ccccc2F)no1 (configuration not stated)
-7.6%	CN(C)c1cccc(C(=O)NCc2ccc3c(c2)OCO3)c1
-0.1%[76.3 µM]	O=C(NC(=S)Nc1ccc(CN2CCOCC2)cc1)c1cccc(F)c1
-0.5%[76.3 µM]	O=C(COc1ccccc1)N=C1SC2CS(=O)(=O)CC2N1CCc1ccccc1 (configuration not stated)
3.6%[76.3 µM]	O=C(Nc1cccc(F)c1)/C(=C/c1ccco1)NC(=O)c1ccco1
-5.3%	COc1ccc(C(=O)NCCCNC(=O)c2cc3ccccc3[nH]2)cc1OC
-11.4%[76.3 µM]	CCN(CC1CCCO1)C(=O)c1cc(COc2cc(C)c(Cl)c(C)c2)on1 (configuration not stated)
3.0%	O=C(N/N=C/c1cccc2ccccc12)c1ccc(CN2CCOCC2)cc1
-16.0%	CC(C)(C)c1ccc(C(=O)NNC(=S)NC(=O)c2cccnc2)cc1
2.6%	CCN1/C(=C/c2cccc[n+]2C)Sc2ccc(OC)cc21
2.5%[76.3 µM]	COc1ccc(CCNC(=O)CCCn2ncn3c(cc4occc43)c2=O)c(OC)c1
-1.8%&-6.1%[76.3 µM]	Cc1ccc(NC(=O)c2ccc(CN3CC(=O)N4CCCCC4C3=O)cc2)c(C)c1 (configuration not stated)
-25.3%[76.3 µM]	COc1ccc(OC)c(-c2nc(C(=O)NCC3CCCO3)cc3c2[nH]c2ccccc23)c1 (configuration not stated)
6.9%[76.3 µM]	COc1ccc(CN(C)c2ccc(-c3nc(-c4ccc(OC)c(OC)c4)no3)cc2[N+](=O)[O-])cc1
7.6%	CCOc1ccc(CN2C(=O)c3ccccc3C2C(=O)NC(C)CC)cc1OC (configuration not stated)
-4.0%[76.3 µM]	O=C(NCC(c1cccnc1)N1CCN(Cc2ccccc2)CC1)C(=O)Nc1ccc(Cl)cc1 (configuration not stated)
-4.2%[76.3 µM]	CC(=O)Nc1ccc(NC(=O)CSc2nccn2Cc2ccc(Cl)cc2)cc1
2.4%[76.3 µM]	CC(=O)N1c2ccc(S(=O)(=O)NCCC(=O)NCc3ccc(F)cc3)cc2CC1C (configuration not stated)
-0.7%[76.3 µM]	Cc1onc(-c2ccccc2Cl)c1C(=O)NNC(=O)c1cccc(F)c1
-5.6%[76.3 µM]	CCc1ccc(/C(C)=N/NC(=O)c2c[nH]c3ccccc23)s1
-0.1%[76.3 µM]	O=C(CCNC(=O)c1ccc([N+](=O)[O-])cc1)Nc1ccc(F)c(F)c1F
5.2%[76.3 µM]	Cc1ccc(NC2CCCN(C(=O)CCc3scnc3C)C2)cc1C (configuration not stated)
5.0%[76.3 µM]	O=C(COc1ccc(Cl)cc1)Nc1ccc2nc(SCC(=O)N3CCOCC3)sc2c1
-6.6%	CC(C)Sc1nc2sccc2c(=O)n1-c1ccccc1
-7.5%	CC(=O)c1ccc(NC(=O)CCn2c(=S)oc3ccccc32)cc1
6.4%[76.3 µM]	C[C@H](NC(=O)[C@H](Cc1ccccc1)n1c(=O)[nH]c2ccccc2c1=O)C(=O)N1CCC(C(=O)O)CC1
16.2%[76.3 µM]	CC(C)CCn1c(=O)c2sccc2n2c(CCCC(=O)Nc3ccc(F)c(Cl)c3)nnc12
-1.3%[76.3 µM]	CS(=O)(=O)CCC(C(=O)Nc1ccc2c(c1)OCO2)N1Cc2ccccc2C1=O (configuration not stated)
-1.2%[76.3 µM]	CC(C)c1cc(CNC(=O)c2ccc(OC3CCN(Cc4ccccn4)CC3)cc2)on1
2.9%[76.3 µM]	COc1cc(NC(=O)C2CC(c3ccccc3Cl)=NO2)cc(OC)c1OC (configuration not stated)
-5.9%[76.3 µM]	COc1ccccc1/C=C1/SC(=S)N(CCC(=O)Nc2cccnc2)C1=O
-4.3%[76.3 µM]	Cc1c(C(=O)Nc2cccc(F)c2)sc2nc(-c3cc4ccccc4oc3=O)[nH]c(=O)c12
8.5%[76.3 µM]	COc1cc(C(=O)N/C(=C\c2cn(C)c3ccccc23)C(=O)N2CCOCC2)cc(OC)c1OC
-25.8%[76.3 µM]	NS(=O)(=O)c1ccc(-c2ccc(/C=C3\NC(=S)NC3=O)o2)cc1
12.3%[76.3 µM]	Cc1cc(=O)[nH]c(Nc2cccc(Br)c2)n1
5.3%[76.3 µM]	CCn1c(SCCN2CCOCC2)nc2c1c(=O)n(C)c(=O)n2C
3.8%[76.3 µM]	CCOc1ccc(N(CC(=O)N2CCN(c3ccccc3OC)CC2)S(=O)(=O)c2ccc(C)cc2)cc1
15.2%[76.3 µM]	Cc1cc2c(n1-c1ccc(C(=O)NCc3ccc(OC(C)C)cc3)cc1)CCCC2
18.8%[76.3 µM]	Cc1ccc(NC(=O)c2ccc(C)c(NC3=NC4CS(=O)(=O)CC4S3)c2)cc1C (configuration not stated)
-13.1%	CN(CCC#N)C(=O)COC(=O)[C@H](Cc1ccccc1)N1C(=O)c2ccccc2C1=O
-3.0%[76.3 µM]	COc1ccc(C(=O)NC(C)c2nccs2)cc1OC1CCN(C(C)C)CC1 (configuration not stated)
-6.4%[76.3 µM]	Cc1ccc(-c2c(C(=O)N/N=C/c3ccsc3)nnn2-c2nonc2N)cc1
-4.3%[76.3 µM]	O=C(NNS(=O)(=O)c1ccc(F)cc1)C1CCCCC1
13.6%[76.3 µM]	Cc1ccnc(NS(=O)(=O)c2ccc(NC(=O)c3ccccc3F)cc2)n1
3.6%[76.3 µM]	CC(=O)c1ccc(C(=O)N2CCC(n3nccc3NC(=O)C3CC3)CC2)cc1
-7.8%[76.3 µM]	COc1cccc(CNC(=O)c2[nH]c3cc(C)ccc3c2Sc2ccccc2)c1
-2.2%[76.3 µM]	Cc1cccc(COc2ccc(/C=C3/C(=O)N(C)C(=S)N3C)cc2)c1
0.0%	COc1ccccc1NC(=O)c1cc(-c2ccc(OC)c(OC)c2)nc2ccccc12
0.1%	COc1ccc(C(C(=O)NC2CCCCC2)N(Cc2ccco2)C(=O)c2ccccn2)c(OC)c1 (configuration not stated)
-7.9%	COC(=O)/C=C1\SC(=NC(=O)c2cccc([N+](=O)[O-])c2)NC1=O
-26.4%	COc1ccccc1/C=N/NC(=O)c1cc2c(OC)c(OC)ccc2[nH]1
-3.3%[76.3 µM]	CCOc1ccc(NC(=O)c2ccc(Cn3nc(C)cc3C)o2)cc1
-1.0%[76.3 µM]	COc1ccc2[nH]c(C(=O)N3CCC(n4nccc4NC(=O)C4CC4)CC3)c(C)c2c1
-11.4%[76.3 µM]	O=C(Nc1cccc([N+](=O)[O-])c1)c1ccc2nsnc2c1
-1.7%	O=c1[nH]cccc1-c1nc2ccccc2n1Cc1ccc(F)cc1

Entries shown so far with a COOH group:
GAA glycogen	SMILES
-3.4%[76.3 µM]	CC(=O)Nc1ccc(S(=O)(=O)Nc2cccc(C(=O)Nc3ccccc3C(=O)O)c2)cc1
6.4%[76.3 µM]	C[C@H](NC(=O)[C@H](Cc1ccccc1)n1c(=O)[nH]c2ccccc2c1=O)C(=O)N1CCC(C(=O)O)CC1

Continuation.
GAA glycogen	SMILES
-4.1%[76.3 µM]	Cc1cc(C(=O)N/N=C/c2ccc(N(C)C)o2)cs1
1.6%	COCCCNc1nc2ccccc2nc1NS(=O)(=O)c1cccc(C)c1
14.9%[76.3 µM]	CCCc1nnc(NS(=O)(=O)c2ccccc2)s1
12.6%[76.3 µM]	Cc1ccc(NC(=O)Cn2ccn(Cc3ccc(Cl)cc3)c(=O)c2=O)cc1C
2.8%	Cc1ccc(CNC(=O)CCc2c(C)[nH]c(=O)c(C#N)c2C)cc1
-3.2%[76.3 µM]	CCn1ccnc1CNC(=O)c1ccc2oc(C(C)C)nc2c1
-0.2%[76.3 µM]	Cc1ccc(S(=O)(=O)N(CC(=O)NCc2ccccn2)c2ccc(Cl)cc2)cc1
-11.0%[76.3 µM]	CCCCn1c(N)c(N(CCC(C)C)C(=O)C2=COCCO2)c(=O)[nH]c1=O
-4.0%[76.3 µM]	Cc1sc2ncnc(N3CCC(C(=O)NCC(=O)Nc4ccc(F)c(F)c4)CC3)c2c1C
-5.7%[76.3 µM]	COc1cc(OC)cc(C(=O)Nc2cccc3c2CCCC3)c1
-21.2%[76.3 µM]	c1ccc(-c2csc(Nc3ccccn3)n2)cc1
-1.6%	CSCc1c(C(=O)NCCc2ccccn2)oc2ccccc12
-15.9%[76.3 µM]	CN(CC(=O)N1CCCCCC1)S(=O)(=O)c1ccccc1
3.1%	CCOc1ccc(OCC(O)CN2CCN(S(=O)(=O)c3cccc(C(F)(F)F)c3)CC2)cc1 (configuration not stated)
0.7%	CCC1C/C(=C\c2cc(OC)c(OC)cc2OC)C(=O)/C(=C/c2cc(OC)c(OC)cc2OC)C1 (configuration not stated)
-4.1%[76.3 µM]	C=CCn1c(CCc2ccccc2)nnc1SCC(=O)OC
0.5%	Cc1ccc(OCC(O)Cn2c(N3CCCCC3)nc3c2c(=O)[nH]c(=O)n3C)cc1 (configuration not stated)
-4.7%[76.3 µM]	CC1(C)Cc2c(sc(NC(=O)c3ccc(S(=O)(=O)N4CCCC4)cc3)c2C#N)C(C)(C)N1
-9.0%[76.3 µM]	COc1cc(OC)cc(-c2oc3cccnc3c2C#CCCO)c1
2.6%	CN1CCN(CCNC(=O)Nc2ccc(Cl)cc2)CC1
-7.5%[76.3 µM]	C/C(=N\NC(=O)Cc1ccc(Cl)c(Cl)c1)c1cccnc1
-1.7%	CC(=O)Nc1ccc(NC(=O)C(C)OC(=O)c2ccc(N(C)C)cc2)cc1 (configuration not stated)
-3.5%[76.3 µM]	O=c1cc(-c2ccc(Cl)cc2)nc(N2CCN(c3ccccc3)CC2)[nH]1
0.7%	O=[N+]([O-])c1cccc(NNS(=O)(=O)c2ccccc2F)c1
1.7%	O=C(c1cccs1)N1CCCC(c2nc3c(nnn3Cc3ccc(F)cc3)c(=O)[nH]2)C1 (configuration not stated)
-6.5%[76.3 µM]	O=C(NCc1cccnc1)C1CCN(S(=O)(=O)c2cc(Cl)ccc2Cl)CC1
-15.4%[76.3 µM]	COc1cc2c(cc1OC)C(c1ccc([N+](=O)[O-])cc1)N(C(C)=O)CC2 (configuration not stated)
1.8%	CCn1nnc(NC(=O)c2ccco2)n1
-0.5%[76.3 µM]	Cc1ccc(OCC(=O)Nc2ccc3nc(SCC(N)=O)sc3c2)cc1
0.9%[76.3 µM]	O=S(=O)(Nc1cccc(-n2cnnn2)c1)c1cccc(Cl)c1
-10.3%	CCOC(=O)N1CCN(Cc2nnc(-c3cccc(Br)c3)o2)CC1
15.8%[76.3 µM]	CCOC(=O)N1CCN(Cc2nc3cc([N+](=O)[O-])ccc3n2C(C)C)CC1
-10.3%[76.3 µM]	S=c1[nH]c2cc(Cl)c3cccnc3c2o1
0.7%	COc1ccc(CCNC(=O)c2ccc(=O)[nH]c2)cc1OC
-0.6%[76.3 µM]	Cc1ccc(NC(=O)CCC(=O)c2cccs2)c(Br)c1
5.1%[76.3 µM]	CC(=O)N1c2ccc(S(=O)(=O)NCC3CCC(C(=O)Nc4ccc(C)cn4)CC3)cc2CC1C (configuration not stated)
-6.1%[76.3 µM]	O=C(c1cccs1)N1CCN(c2ncc(C(F)(F)F)cc2Cl)CC1
8.7%[76.3 µM]	CCCCc1nc(C(N)=O)c2[nH]c(=O)n(-c3ccccc3F)c2n1
7.2%[76.3 µM]	Cc1ccc(O)c(CNc2cccc(C)n2)c1
-0.5%[76.3 µM]	CCC1CCC(N2CCN(c3cccc(OC)c3)CC2)CC1 (configuration not stated)
5.0%	N#Cc1cccc(NC(=O)CC2CCCC2)c1
14.1%	O=C(NC1CCN(C(=O)Nc2cccc(Cl)c2)CC1)c1ccccc1
-11.4%[76.3 µM]	CC(CCc1ccccc1)NCc1ccc(Cl)cc1Cl (configuration not stated)
-20.2%[76.3 µM]	CCOc1cccc(-c2c(C(=O)N/N=C/c3ccsc3)nnn2-c2nonc2N)c1
-0.2%	O=C(NC1CCCC1)C(c1ccc(F)cc1)N(C(=O)c1csnn1)c1ccccc1F (configuration not stated)
-3.7%[76.3 µM]	COc1ccccc1Nc1nc(C)cc(C)n1
-5.5%[76.3 µM]	Cc1ccc(N2Cc3ccccc3C2=O)cc1

Four compounds already listed, arranged by SMILES length, ascending.
GAA glycogen	SMILES
-3.7%[76.3 µM]	COc1ccccc1Nc1nc(C)cc(C)n1
-5.5%[76.3 µM]	Cc1ccc(N2Cc3ccccc3C2=O)cc1
7.2%[76.3 µM]	Cc1ccc(O)c(CNc2cccc(C)n2)c1
0.7%	COc1ccc(CCNC(=O)c2ccc(=O)[nH]c2)cc1OC

Screening results deposited in PubChem by National Center for Advancing Translational Sciences (NCATS).
